G9a inh – qHTS Assay for Inhibitors of Histone Lysine Methyltransferase G9a | AID 504332, 2011 | Potency, µM (highest dose often 102 µM), for inactives: at the top dose activity, negative = inhibition, actives largely listed as inhibitors | Histone-lysine N-methyltransferase EHMT2 (Homo sapiens), Q96KQ7 | 350,000 compounds, 8.8% hits | G9a H3K9 monomethylation, AlphaScreen, 2 h; further: on the % scale 0 is the no-effect control and ±100 the full control effect; nearly all actives have a fitted effect of over 75% in size
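Enzyme 20 nM + cpd, 15 min RT; add b-H3K9 pep 500 nM / SAM 20 uM; 2 h RT; anti-H3K9me1 Ab 0.5 ug/mL + SA donor / anti-rabbit acceptor beads 20 ug/mL each, 10 min; AlphaScreen read.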
BLM inh – qHTS Assay for Inhibitors of Bloom's syndrome helicase (BLM); recombinant BLM DNA unwinding, fluorescence dequenching; Potency, µM (doses to about 56.1 µM), inactives show top-dose activity change, negative = inhibition, most hits filed as inhibitors; 350,000 compounds, 0.2% hits; RecQ-like DNA helicase BLM (Homo sapiens), P54132; AID 2528, 2010;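 further: plate controls were vehicle for no effect and no enzyme for full effect; nearly all actives have a fitted effect of over 35% in size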
APE1 inh – qHTS Assay for Inhibitors of the Human Apurinic/apyrimidinic Endonuclease 1 (APE1). 350,000 compounds, 0.35% hits. recombinant APE1, TAMRA/BHQ-2 abasic DNA cleavage fluorescence. DNA repair nuclease/redox regulator APEX1 (Homo sapiens), P27695. AID 2517, 2012. Potency, µM (highest dose often 65.8 µM), without a hit: at the highest dose activity change, negative = inhibition, hits mostly inhibitors;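 further: plate controls were vehicle for no effect and reference inhibitor for full effect; nearly all actives have a fitted effect of over 55% in size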
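Activity was derived from the fluorescence gain between first and third kinetic reads (60 s intervals, ex 525/em 598 nm) after 50 nM THF-abasic TAMRA/BHQ-2 duplex was added to 0.75 nM APE1 preincubated 15 min with compound.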
Pol beta inh – qHTS Assay for Inhibitors of DNA Polymerase Beta; P06746; Pol beta primer extension/strand displacement, fluorescence kinetic; Potency, µM (series often up to 114 µM), for inactives: top-dose activity change, negative = inhibition, actives largely listed as inhibitors; 340,000 compounds, 1.3% hits; AID 485314, 2010; further: on the % scale 0 is the no-effect control and ±100 the full control effect
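Pol beta (10 nM) and compounds were preincubated 15 min at room temperature, then 50 nM substrate (final) started primer extension/strand displacement. Reads were taken at 0 and 10 min; concentration-response data were fitted to a four-parameter Hill equation.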
POLI inh – qHTS for Inhibitors of Polymerase Iota; DNA polymerase iota (Homo sapiens), Q9UNA4; Pol iota fluorescent replication assay, 10 min; Potency, µM (highest dose often 115 µM), inactives show at the top dose activity, negative = inhibition, actives largely listed as inhibitors; 390,000 compounds, 1% hits; AID 588590, 2011
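Fluorescent replication assay read twice, at 0 min and 10 min after adding 50 nM (final) substrate. Enzyme (10 nM) and compounds were first incubated 15 min at room temperature; enzyme-free buffer wells were negative controls.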
JMJD2A Tudor – qHTS Assay for Inhibitors of JMJD2A-Tudor Domain. Lysine-specific demethylase 4A (Homo sapiens), O75164. AlphaScreen JMJD2A-Tudor / H3K4me3 peptide binding. Potency, µM (doses to about 114 µM), for inactives: top-dose activity change, negative = inhibition, usual class: inhibitors. 390,000 compounds, 4.4% hits; further: on the % scale 0 is the no-effect control and ±100 the full control effect; nearly all actives have a fitted effect of over 50% in size
POLK inh – qHTS for Inhibitors of Polymerase Kappa. DNA polymerase kappa (Homo sapiens), Q9UBT6. Potency, µM (titrated, usually from 107 µM), for inactives: at the highest dose activity, negative = inhibition, actives largely listed as inhibitors. 400,000 compounds, 0.53% hits. AID 588579, 2011. purified Pol kappa, fluorescent DNA synthesis assay, 10 min; further: on the % scale 0 is the no-effect control and ±100 the full control effect
Target sequence (Q9UBT6 whole entry, looked up): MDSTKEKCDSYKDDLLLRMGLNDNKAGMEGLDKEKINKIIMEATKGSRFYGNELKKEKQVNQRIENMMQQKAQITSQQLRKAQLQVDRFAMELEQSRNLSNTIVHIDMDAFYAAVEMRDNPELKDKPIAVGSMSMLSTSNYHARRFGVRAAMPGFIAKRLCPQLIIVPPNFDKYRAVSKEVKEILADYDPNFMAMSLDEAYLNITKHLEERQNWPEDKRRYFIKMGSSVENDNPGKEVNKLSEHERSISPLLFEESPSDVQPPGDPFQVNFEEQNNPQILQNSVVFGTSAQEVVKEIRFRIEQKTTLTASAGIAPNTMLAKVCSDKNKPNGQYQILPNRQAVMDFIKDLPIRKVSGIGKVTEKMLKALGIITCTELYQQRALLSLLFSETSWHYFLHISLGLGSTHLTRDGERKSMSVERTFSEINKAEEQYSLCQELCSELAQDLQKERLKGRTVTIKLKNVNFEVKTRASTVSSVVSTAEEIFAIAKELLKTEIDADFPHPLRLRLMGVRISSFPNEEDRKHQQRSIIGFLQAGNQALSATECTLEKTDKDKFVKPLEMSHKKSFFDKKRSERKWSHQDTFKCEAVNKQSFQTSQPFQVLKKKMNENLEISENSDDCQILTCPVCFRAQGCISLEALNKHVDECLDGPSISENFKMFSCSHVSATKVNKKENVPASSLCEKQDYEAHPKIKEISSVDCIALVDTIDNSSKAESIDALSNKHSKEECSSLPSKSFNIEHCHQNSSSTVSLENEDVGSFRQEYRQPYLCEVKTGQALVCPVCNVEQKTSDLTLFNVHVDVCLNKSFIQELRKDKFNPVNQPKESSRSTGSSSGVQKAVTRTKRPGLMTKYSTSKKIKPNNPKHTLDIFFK
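Here, compound and 10 nM enzyme are combined for 15 min at room temperature; adding 50 nM substrate (final) starts DNA synthesis, tracked by fluorescence at 0 and 10 min against buffer-only wells.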
POLH inh – qHTS for Inhibitors of Polymerase Eta. Potency, µM (titrated, usually from 114 µM), inactives show at the highest dose activity change, negative = inhibition, actives largely listed as inhibitors. DNA polymerase eta (Homo sapiens), Q9Y253. AID 588591, 2011. 390,000 compounds, 1.2% hits. recombinant Pol eta, fluorescent DNA replication assay; further: on the % scale 0 is the no-effect control and ±100 the full control effect
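Pol eta (10 nM) was preincubated with compounds for 15 min at room temperature, after which fluorescent replication substrate (50 nM final) was added to start the reaction. Fluorescence was read kinetically at 0 and 10 min.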
BAZ2B inh – qHTS Assay for Inhibitors of BAZ2B; 360,000 compounds, 4.4% hits; Bromodomain adjacent to zinc finger domain protein 2B (Homo sapiens), Q9UIF8; Potency, µM (titrated, usually from 114 µM), inactives show at the highest dose activity change, negative = inhibition, most hits filed as inhibitors; AlphaScreen BAZ2B-H3K14Ac peptide displacement; further: on the % scale 0 is the no-effect control and ±100 the full control effect; nearly all actives have a fitted effect of over 60% in size
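Complex of BAZ2B and biotin-H3K14Ac (50 nM apiece) forms over 30 min at RT, then faces library compounds up to 110 uM for another 30 min; AlphaScreen beads added, 20 min dark incubation, luminescence read.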
Active calls of the source: *; ? = inconclusive; · = no result given; & = joins results of further samples; [ ] = dose if it differs, or a comment. The call rests on the fitted dose curve; in most records, active means well fitted curve in the direction sought with a large enough effect; inconclusive means small, poorly fitted or top-dose-only effect, or another doubt; inactive means no such curve, though single readings can be large; an effect the other way counts as inactive or inconclusive. Potency means the concentration at half of the fitted maximal effect. The list is partial, so the mix of outcomes need not match the whole.

Sample of the layout (three entries):
POLK inh,G9a inh,APE1 inh,BLM inh,BAZ2B inh,POLH inh,Pol beta inh,JMJD2A Tudor,POLI inh,SMILES
-13%,22%[59 µM],3%,4%,-1%,-9%,-3%,-5%,11%,NC(=O)C1(N2CCCCC2)CCN(C(=S)Nc2ccc(F)cc2)CC1
3%,-4%[59 µM],-4%,3%,-1%,-16%,2%,-1%,-25%,COc1ccc(CCNS(=O)(=O)c2ccc3c(c2)oc(=O)n3C)cc1OC
-5%,·,·,·,·,-14%,·,9%,18%,CCC(C)(C)n1nnnc1CN1CCC(O)(c2cccc(C(F)(F)F)c2)CC1

The list itself, previewed entries included:
POLK inh,G9a inh,APE1 inh,BLM inh,BAZ2B inh,POLH inh,Pol beta inh,JMJD2A Tudor,POLI inh,SMILES
-13%,22%[59 µM],3%,4%,-1%,-9%,-3%,-5%,11%,NC(=O)C1(N2CCCCC2)CCN(C(=S)Nc2ccc(F)cc2)CC1
3%,-4%[59 µM],-4%,3%,-1%,-16%,2%,-1%,-25%,COc1ccc(CCNS(=O)(=O)c2ccc3c(c2)oc(=O)n3C)cc1OC
-5%,·,·,·,·,-14%,·,9%,18%,CCC(C)(C)n1nnnc1CN1CCC(O)(c2cccc(C(F)(F)F)c2)CC1
0%,·,-14%,·,·,3%,·,-18%,5%,COc1ccc(-c2cccc(-c3cc(=O)oc4cc(OC)cc(OC)c34)c2)cc1
-3%,-10%[59 µM],-5%,-3%,-9%,-17%,0%,-24%,22%,COC(=O)N/N=C/c1ccc(-c2cc(Cl)cc(Cl)c2)o1
-5%,50µM*,47%,·,-2%,-14%,·,-13%,68%[activator],CC1C(=O)N2CCCc3cc(NS(=O)(=O)c4ccc(F)cc4)cc1c32 (stereo not given)
-6%,?,7%,-1%,-26%,-14%,15%,-10%,42%[activator],Cc1ccccc1OCCC(=O)Nc1cc(S(=O)(=O)N2CCOCC2)ccc1OC(C)C
0%,·,-5%,·,·,-17%,·,-24%,42%,CCN(CC)C(=O)[C@H]1C[C@H](CC(=O)NCc2cccc(C(F)(F)F)c2)C(=O)N2CCc3c([nH]c4cc(CCC(=O)N(C)C)ccc34)[C@]12C
-4%,4%,2%,-3%,?,-10%,4%,-5%,?,CCN(CC)S(=O)(=O)c1ccc(NC2=NS(=O)(=O)c3ccccc32)cc1
-5%,8.9µM*,0%,0%,0%,-7%,39%,?,?,C=CCOC(=O)/C=C/C(=O)NC(N)=O
-11%,7%[59 µM],19%,-5%,4%,-18%,32%,1%,31%[activator],CC1(C)C2CC=C(/C=N/NC(=O)c3ccc(Cl)cc3)C1C2 (stereo not given)
·,13%[12.7 µM],0%,-3%,-4%,·,?,·,·,Cc1cc(C)nc(-n2nc(C)cc2NC(=O)c2cc(=O)c3ccccc3o2)n1

More results follow:
POLK inh,G9a inh,APE1 inh,BLM inh,BAZ2B inh,POLH inh,Pol beta inh,JMJD2A Tudor,POLI inh,SMILES
3%,-44%,-2%,-7%,1%,-5%,25%,-14%,17%,CCN(CC)C(=O)c1sc2c(c1C)c(=O)n(-c1ccc(OC)cc1OC)c(=O)n2CC(=O)c1ccccc1
-10%,-38%,-8%,-3%,-35%,22%,0%,-18%,-10%,CCC(=O)Nc1nc(-c2cc([N+](=O)[O-])cs2)cs1
-3%,-2%,-8%,-1%,7%,-20%,33%,-3%,26%,CCOC(=O)c1oc2ccc(S(=O)(=O)N3CCC(C)CC3)cc2c1C
-7%,14%[59 µM],-2%,0%,6%,9%,34%,-10%,8%,O=S1(=O)CCC(SCc2nc3sccn3c2Br)C1 (stereo not given)
0%,0%[59 µM],6%,3%,19%,-3%,-2%,-3%,-1%,CC1CCN(CC(=O)Nc2ccccc2-c2ccccc2)CC1
-6%,-5%,1%,-4%,0%,-7%,9%,-13%,10%,C[n+]1ccccc1COc1ccc(C(C)(C)C)cc1
-15%,-19%,?,4%,-15%,-4%,-15%,-25%,-26%,O=[N+]([O-])c1ccc2[nH]c(O)c(N=NC3CS(=O)(=O)CC3O)c2c1 (stereo not given)
-19%,-32%[59 µM],·,1%,-14%,-10%,8%,-8%,10%,Cc1cccc(NS(=O)(=O)c2c(C)nc3sccn3c2=O)c1C
4%,0%,-3%,-1%,-10%,-17%,10%,0%[11.4 µM],4%,COc1ccccc1CNC(=O)C(=O)NCC(c1ccco1)N1CCOCC1 (stereo not given)
0%,-17%,-2%,-3%,-27%,-9%,4%,-17%,-6%,Cc1ccc(-c2c(C(=O)O)c(C(=O)O)c3n2CSC3)cc1
5%,6%,2%,0%,2%,-13%,-14%,-9%,30%,Cc1nc2ccc(NC(=O)COc3cccc(F)c3)cc2s1
9%,?,·,0%,-20%,-11%,2%,10%,-7%,COc1cccc(Cn2c(=O)n(-c3ccccc3C)c(=O)c3c2c2cc(C)ccc2n3C)c1

(further entries)
POLK inh,G9a inh,APE1 inh,BLM inh,BAZ2B inh,POLH inh,Pol beta inh,JMJD2A Tudor,POLI inh,SMILES
-20%,-27%[59 µM],·,1%,3%,-11%,-2%,-15%,52%[activator],COc1ccc(-n2nc3ccc(NC(=O)c4cc5ccccc5o4)cc3n2)cc1Cl
-6%,?,-1%,0%,-37%,?,11%,?,15%,c1csc(C2C3=C(Nc4ncnn42)c2ccccc2OC3)c1 (stereo not given)
-12%,-30%,12%,·,6%,-18%,·,-4%,2%,O=C(CCNS(=O)(=O)c1ccccc1F)N1CCN(Cc2ccccc2)CC1
0%,?,68%[activator],-9%,-30%,?,2%,-10%,20%,Oc1ccccc1N1CCN(C(c2ccccc2)c2ccccc2)CC1
-8%,-24%[59 µM],·,-2%,-1%,-23%,-2%,-9%,10%,CCN(CC)c1cc(C)c2cc(NC(=O)/C=C/c3ccccc3OC(C)C)ccc2n1
-11%,·,36%,·,·,-3%,·,-12%,-15%,COC(=O)[C@]1(C)N[C@H](CN(C)S(=O)(=O)c2ccccc2)[C@@H]2C(=O)N(Cc3ccccc3)C(=O)[C@@H]21
-5%,-30%[59 µM],·,-3%,-36%,-2%,?,-28%,-28%,CCCc1nn2c(=O)cc(COc3ccc(/C=C(\C#N)C(=O)Nc4ccccc4)cc3)nc2s1
-16%,-1%[0.501 µM],24%,·,9%,-13%,·,-4%,-4%,COc1ccc(OC)c(S(=O)(=O)N2CCC3(CC2)OCCN3S(=O)(=O)c2cccs2)c1
0%,-3%,36%,-2%,2%,-6%,33%,3%,1%,O=C(CCNC(=O)C1CCN(S(=O)(=O)c2ccc(F)cc2)CC1)NCc1ccncc1
-9%,-6%,-7%,1%,7%,-8%,62%,-1%,19%,COc1ccc(-n2nc(C(=O)NCC(=O)Nc3cc(C)ccc3OC)c3ccccc3c2=O)c(OC)c1
-2%,-3%[12.7 µM],2%,-4%,-3%,-21%,4%,-11%,7%,O=C(Nc1cccc([N+](=O)[O-])c1)C12CC3CC(C1)CC(n1cnc([N+](=O)[O-])n1)(C3)C2
-7%,5%[59 µM],-4%,-12%,-4%,-18%,0%,-15%,8%,OC(c1ccc(OCc2ccccc2)cc1)c1nnc(-c2ccccc2)o1 (stereo not given)

Further structures follow.
POLK inh,G9a inh,APE1 inh,BLM inh,BAZ2B inh,POLH inh,Pol beta inh,JMJD2A Tudor,POLI inh,SMILES
-5%[60.1 µM],11%[59 µM],·,-4%,0%,2%,15%,-6%,-22%,Cc1ccc(C(=O)Nc2c(C)nc3ccccn3c2=O)cc1
-6%,·,-4%,-5%,12%,-22%,2%,1%,0%,N#Cc1c(N2CCN(C(=O)c3ccccc3Cl)CC2)nc(-c2ccccc2)c2c1CCCC2
-7%[60.1 µM],2%[59 µM],·,0%,3%,7%,19%,-9%,-8%,Cc1noc(-c2ccc(-c3noc(-c4cccc(Cl)c4)n3)cc2)n1
0%,·,9%,-10%,·,·,·,-9%&6%,-15%,O=S(=O)(Nc1cccc2cccnc12)c1ccc2ccccc2c1
-14%,22%[59 µM],6%,0%,2%,-24%,25%,-15%,7%,CC(=O)c1cccc(NC(=S)NC(=O)c2ccc(Br)cc2)c1
-3%,-6%,40%,-1%,-23%,-5%,8%,-20%,30%,COc1ccccc1CN1CC(C(=O)NCc2ccc(C)c(F)c2)CCC1=O (stereo not given)

Quoted from the entries so far for reference:
POLK inh,G9a inh,APE1 inh,BLM inh,BAZ2B inh,POLH inh,Pol beta inh,JMJD2A Tudor,POLI inh,SMILES
-5%[60.1 µM],11%[59 µM],·,-4%,0%,2%,15%,-6%,-22%,Cc1ccc(C(=O)Nc2c(C)nc3ccccn3c2=O)cc1
-6%,·,-4%,-5%,12%,-22%,2%,1%,0%,N#Cc1c(N2CCN(C(=O)c3ccccc3Cl)CC2)nc(-c2ccccc2)c2c1CCCC2
